HT1080 cytotoxicity: cytotoxicity in HT1080 fibrosarcoma cells, cell-based, fluorescence readout (AID 620) | actives 0.42% (n = 87,000) | HT1080 viability, fluorescence; higher % means a stronger effect | cytotoxicity, % at 10 µM, or EC50 in µM where a hit was titrated; in the data active = cytotoxicity above about 50%;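 note: cells exposed to compound overnight then 4 h with Alamar Blue; 0% = vehicle DMSO and 100% = killing control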
* = called active by the depositor. Only part of the results is shown; the hit share may differ from the screen's.

SMILES	HT1080 cytotoxicity
N#Cc1cc2c(nc1SCc1ccc(Cl)cc1)CCCC2	-6%
c1cc2c(cc1CN1CCOCC1)OCO2	-13%
CCCCNC(=O)Nc1nnc(-c2ccc(Cl)cc2)o1	20%
CN(C)c1nc2n(c(=O)n1)CCS2	-11%
COC(=O)Cn1c(C(F)(F)F)nc2ccccc21	-7%
CCCC(=NCc1ccccc1)C1=C(O)C(C(=O)OC)C(C)(C)CC1=O (stereo unspecified)	-6%
C[C@@H](C(=O)N[C@@H](CO)Cc1ccccc1)[C@@H]1C[C@@]1(C)[C@@H](NC(=O)OCc1ccccc1)c1ccccc1	10%
O=C(NC(Cc1c[nH]c2ccccc12)c1nnc2n1CCCCC2)c1ccc(Cl)cc1 (stereo unspecified)	-8%
CN(C(=O)c1ccc(-c2nn(C)c(=O)c3ccccc23)cc1)c1ccccc1	5%
CC(C)OC(=O)C1=C2SCC(=O)N2C(N)=C(C#N)C1	-8%
CCCCCCCCc1nc(=S)[nH][nH]1	2%
Cc1ccc(C(=O)c2sc3nsc(C)c3c2N)cc1	6%
O=C(CSc1nnc(-c2ccncc2)n1Cc1ccco1)Nc1nccs1	-5%
COc1ccc(CC(=O)Nc2ccc(-c3noc(-c4ccccc4OC)n3)cc2)cc1	-18%
COc1ccc(CN2CCOCC2)cc1	9%
CCc1nc(N2CCN(S(=O)(=O)c3ccc(Br)cc3)CC2)c2c(C)c(C)sc2n1	8%
O=C(c1ccc(Cl)c(S(=O)(=O)NCc2ccco2)c1)N1CCN(c2ccccc2F)CC1	6%
Cc1ccc(OCCSc2ncnc3nc[nH]c23)cc1	30%
COc1cc(C(=O)N(Cc2ccc(F)cc2)C2CCS(=O)(=O)C2)cc(OC)c1OC (stereo unspecified)	-1%
O=C(N/N=C/c1cccs1)C1COc2ccccc2O1 (stereo unspecified)	10%
COc1ccc(C2CC(c3ccc(OC)cc3)n3nc(NC(=O)c4cccs4)nc3N2)cc1 (stereo unspecified)	0%
CCOc1cc(/C=N/NC(=O)Cn2nc([N+](=O)[O-])cc2C)ccc1OCc1ccc(F)cc1	-10%
Cn1c(=O)n(C)c2cc(S(=O)(=O)Nc3ccccc3O)ccc21	3%
Cc1cc(C)cc(-n2c(SCC(=O)NCc3ccco3)nc3ccccc3c2=O)c1	-2%
COc1cc(C(=O)NCc2ccc(C)cc2)ccc1OCc1c(C)noc1C	-2%

(more compounds)
SMILES	HT1080 cytotoxicity
CCc1c(C)nc2cc(C)[nH]n2c1=O	-7%
COc1ccc(-c2cc(C(F)(F)F)nc(N3CCOCC3)n2)cc1	11%
O=c1ccc(/C=C/c2ccccc2)nn1Cc1ccccc1	-2%
O=C1C(N2CCOCC2)=C(n2nnc3ccccc32)C(=O)c2ccccc21	12µM*
Cn1c(SCC(=O)Nc2sccc2C#N)nnc1-c1ccccc1	35%
CC(C)CC(NC(=O)C1CCC(C)CC1)C(=O)NCc1ccccn1 (stereo unspecified)	23%
Cc1cc([N+](=O)[O-])ccc1NC(=S)NC(=O)Cc1ccccc1	2%
CCN1C(=O)C(O)(C2COC(C)(C)CC2=O)c2ccccc21 (stereo unspecified)	-90%
S=C1NCCc2ccc(Cl)cc2C1c1ccccc1Cl (stereo unspecified)	4%
CCOC(=O)/C(C#N)=C1/SC(CC)C(=O)N1c1ccc(Br)cc1 (stereo unspecified)	-13%
Cc1occc1C(=O)NCCc1cccc(Cl)c1	-9%
CN(C)C(=O)CCc1nc2sc3c(c2c(=O)[nH]1)CCCC3	11%
COCCCN1C(=O)c2ccc(C(=O)O)cc2C1=O	-11%
CC1N(O)C(C)(C)C(c2ccccc2)=[N+]1[O-] (stereo unspecified)	12%
COCCNC(=O)COc1ccc(Br)cc1Cl	-7%
O=C(Nc1ccc(Cl)cc1C(=O)NCCN1CCOCC1)c1ccc(Cl)cc1Cl	2%
CC1CCC(C(=O)NC(C(=O)NCc2ccccn2)C(C)C)CC1 (stereo unspecified)	-2%
O=C(CCN1CCN(c2ccccc2)CC1)Nc1ccc(Cl)cc1	-2%
N#Cc1ccc(C2=NC(C(F)(F)F)(C(F)(F)F)c3c(n(Cc4ccco4)c(=O)[nH]c3=O)N2)cc1	20%
CCOC1(OCC)N=C(N)C2(C#N)C(c3cccc(C)c3)C12C#N (stereo unspecified)	-14%
O=C1CCC(=O)N1CCc1c[nH]c2ccccc12	10%
COC(=O)c1ccc(NC(=O)CN(c2ccc(C)cc2)S(=O)(=O)c2c(C)nn(C)c2C)cc1	-11%
CC(N=Cc1nc(-c2ccccc2)oc1O)c1ccccc1 (stereo unspecified)	-2%
CC(Sc1ccc(Cl)cc1)C(=O)NCC1CCCO1 (stereo unspecified)	-7%
CCOC(=O)C1CCN(CCC(=O)Nc2ccccc2Cl)CC1	-10%

Next section.
SMILES	HT1080 cytotoxicity
CO/N=C/C(=N\Nc1ccc(OC)cc1)C(=O)c1ccc(OC)cc1	12%
Cc1ccc(O)c(C2=NCCNC(C(F)(F)F)=C2)c1	-7%
CCNC(=S)N1CCC(NC(=O)C2CCCCC2)CC1	-13%
COC(=O)[C@@]1(Cc2ccc(OC)cc2)[C@H]2c3cc(C(=O)N4CCCC4)n(Cc4nc5ccccc5[nH]4)c3C[C@H]2CN1C(=O)c1ccccc1	-24%
COC(=O)c1sccc1NC(=O)c1cc(OC)c(OC)c(OC)c1	-7%
COc1ccc(S(=O)(=O)N/N=C\c2ccc(OC)c(COc3ccc(C)cc3[N+](=O)[O-])c2)cc1	6%
Cc1ccc(/C=N/NC(=O)c2c[nH]c3ccccc23)o1	-4%
COc1ccc(OC)c(/C(O)=C/C(=O)C(=O)Nc2cc(C)cc(C)c2)c1	-2%
Cc1cc(C)c2nc(SCCc3ccccc3)nc(C)c2c1	1%
Cc1cccc(NC(c2ccc(O)cc2)c2ccc3ccc(C)nc3c2O)n1 (stereo unspecified)	7%
CCOC(=O)C1=C(C)N(CCCC(=O)O)C(=O)NC1c1cccc(OC)c1 (stereo unspecified)	-15%
CCC1CCc2c(sc(NC(=O)c3ccco3)c2C(N)=O)C1 (stereo unspecified)	-12%
Cc1cccc(-c2nc3c(c(SCC(=O)N4CCOCC4)n2)CCCC3)c1	-5%
CC1CCCN(CCC(=O)Nc2ccc3c(c2)CCC3)C1 (stereo unspecified)	2%
CSC1=C(C#N)C(c2ccccc2Cl)C(C(C)=O)=C(C)N1 (stereo unspecified)	2%
COc1ccc(CNC(=O)CSc2nnc(Cn3nnc4ccccc43)n2C)cc1	8%
CC(Oc1ccccc1)C(=O)Nc1cccc(F)c1 (stereo unspecified)	-2%
CCCCNC(=O)COC(=O)c1ccc(Cl)c(S(N)(=O)=O)c1	-4%
COc1ccc(CC(C)N2CCN(c3cccc(C(F)(F)F)c3)CC2)cc1OC (stereo unspecified)	-4%
COC(=O)c1c(NC(=O)CCCC(=O)O)sc2c1CCC2	-10%
CCN(CC)C(=O)CSc1nnc(-c2ccc(S(=O)(=O)N3CCCC3)cc2)o1	1%
CCOCCNC(=O)c1ccc2c3c(cccc13)CC2	-13%
CCc1ccc(NC(=O)CSc2nnc(CC)c(CC)n2)cc1	7%
Cc1cnc(NC(=O)C2CCCC2)s1	30%
CCn1cc(C(=O)N[C@H](C)c2ccccc2)c(=O)c2cc(F)c(N3CCN(C)CC3)cc21	9%

Further compounds follow.
SMILES	HT1080 cytotoxicity
CCOC(=O)c1cccc(NS(=O)(=O)c2ccc(NC(C)=O)cc2)c1	-4%
CCOC(=O)c1nc(N)c(=O)n(-c2ccc(C)cc2)n1	6%
CC(C)CCN1C(=O)c2ccc(-c3nc4ccccc4c(=O)o3)cc2C1=O	-34%
COC(=O)Cc1ccc(NC(=O)c2ccc(C)c(C)c2)cc1	-7%
CCCNC(=O)c1cc(C)no1	36%
CCOC(=O)COc1ncn(-c2ccccc2)n1	23%
CC(=O)c1cc(F)c(N2CCN(C(=O)C(C)(C)C)CC2)cc1C	-17%
O=C(Nc1ccc(N2CCOCC2)cc1)c1cccnc1	-10%
CN(C)C(=O)[C@H]1C[C@@H]1[C@H](NC(=O)OCc1ccccc1)c1ccccc1	-9%
CN(C)C(=O)CSc1nc(-c2ccccc2)nc2c1CCCC2	3%
COc1ccc(CNC(=O)COC(=O)c2cnccn2)cc1	6%
O=C(/C=C/c1ccccc1)NC(=S)NNC(=O)c1ccco1	-6%
O=C1CSC(c2ccc3c(c2)OCO3)N1c1ccc(Oc2ccccc2)cc1 (stereo unspecified)	6%
COc1ccc([C@@H]2Sc3cc(OC)ccc3N(CCN(C(C)C)C(C)C)C(=O)[C@H]2OC(C)=O)cc1	-5%
COc1ccc(CCN2CC(C(=O)O)CC2=O)cc1OC (stereo unspecified)	1%
Cc1cn(C(=O)c2ccccc2)c(=S)n1-c1ccc(Br)cc1	-5%
CCOC(=O)c1ccc2c(c1)nc(C)n2CC	5%
COc1ccc(NS(=O)(=O)c2ccc(-n3nnc4ccccc43)c([N+](=O)[O-])c2)cc1	2%
CCCCOC(=O)C1CCCC(C)N1 (stereo unspecified)	28%
CCN(Cc1ccncc1)C(=O)C1CCN(S(=O)(=O)c2cccs2)CC1	4%
Cc1cccc(NS(=O)(=O)c2cc(OCC(N)=O)c(C)cc2Cl)c1	-8%
CCOc1ccccc1NC(=O)c1cccnc1	17%
CC(C)(C)OC(=O)Cn1c(=O)cnc2ccccc21	-5%
CC(C)Nc1nc(NC(C)C)nc(OCCOC(=O)Nc2ccccc2)n1	12%
N#Cc1cn(CC(=O)N2CCCc3ccccc32)c2ccccc12	-4%

Carrying on.
SMILES	HT1080 cytotoxicity
Cc1sc(NC(=O)CN2CCOCC2)nc1-c1ccc2c(c1)CCN2S(=O)(=O)c1ccccc1	-4%
COc1cccc(CN(C)C(=O)c2ccc3nccnc3c2)c1	-12%
O=c1c2c([nH]c3ccccc13)CCCC2	17%
O=c1c2c(nc3n1CCCCC3)-c1ccccc1CC21CCCCC1	-23%
Cc1cccc(C(=O)NCC2CCCO2)c1 (stereo unspecified)	16%
CC(O)CNc1nc2ccccc2n1CC(=O)NCCc1ccc(Cl)cc1 (stereo unspecified)	12%
c1cncc(-c2nc(N3CCOCC3)c3ccccc3n2)c1	-7%
CC(Cc1ccccc1)C(=O)N(C)Cc1cccnc1 (stereo unspecified)	-7%
C(=N\n1cnnc1)/c1cccs1	-1%
CCOC(=O)CC(NC(=O)c1ccco1)c1ccc(C)cc1 (stereo unspecified)	2%
Cc1noc(C)c1C(=O)OCC(=O)Nc1ccccc1Oc1ccccc1	2%
Cc1ccc(C(=O)Nc2ccc(F)cc2F)o1	8%
CCOc1cccc(CNn2cnnc2)c1OCc1ccccc1Cl	-11%
O=C(c1cccc(S(=O)(=O)NCc2ccccc2)c1)N1CCN(Cc2ccccc2)CC1	14%
O=C(COc1ccc(Cl)cc1)N1CCN(S(=O)(=O)c2ccccc2)CC1	-4%
O=C(Nc1ccc(Cl)cn1)c1ccc2ccccc2n1	-5%
O=C(NCCO)c1cc2c(s1)CCC2	4%
Cc1cc(NC(=O)CCSc2nc(-c3ccco3)cc(C(F)(F)F)n2)n(-c2ccccc2)n1	-13%
O=C(NCc1ccccc1)C1CCCN(S(=O)(=O)c2cccc3nonc23)C1 (stereo unspecified)	7%
Cc1nc2ccccc2c(=O)n1CCN1CCOCC1	-4%
CC(C)NC(=O)COc1ncnc2sccc12	-2%
Cc1ccnc(SCC(=O)Nc2sc3c(c2C#N)CCC(C(C)(C)C)C3)n1 (stereo unspecified)	-20%
O=C(COc1ccccc1)N1CCN(S(=O)(=O)c2ccc(Cl)cc2)CC1	17%
COc1ccc2[nH]c(=O)c(CN(CCO)S(=O)(=O)c3c(C)ccc4nsnc34)cc2c1	0%
COC(=O)[C@H](CCSC)NC(=O)N1CCC(C)CC1	-14%

Remaining list, next part.
SMILES	HT1080 cytotoxicity
N#Cc1c(NC(=O)c2ccccc2)sc2c1CCCCC2	4%
COCCNc1c2c(nc3c(-c4ccccc4)c(C)nn13)CCCC2	-31%
Cc1nc(-c2cccc(NS(=O)(=O)c3cccc4ccccc34)c2)cs1	0%
COCCN=C1Sc2nc3c(C)cccc3cc2CN1Cc1ccco1	-22%
CC(C)CCC1CC(CSC(=N)N)OC1=O (stereo unspecified)	-9%
CC1CCCN(C(=O)C(C)Sc2nc(-c3ccccc3)cc(C(F)(F)F)n2)C1 (stereo unspecified)	-18%
Cc1ccc(C)c(NC2=NCC(=O)N2C2CCCCC2)c1	-1%
COc1ccc(C(=O)NN(C)c2nc(-c3ccccc3)cc(C)c2S(C)(=O)=O)cc1	6%
Cc1ccc(S(=O)(=O)CCc2nc3ccccc3s2)cc1	13%
COc1ccc(C(C[N+](=O)[O-])c2c(-c3ccccc3)cc3ccccn23)cc1 (stereo unspecified)	13%
CCCCN1C(=O)C(CC(=O)NCC)SC1=Nc1ccccc1 (stereo unspecified)	-5%
CN(C)C(=O)Cn1c(SCC(=O)NCc2ccc3c(c2)OCO3)nc2ccccc21	-10%
CCOc1ccc(S(=O)(=O)N2CCN(C(=O)c3sccc3C)CC2)cc1	-6%

Screening data as filed in PubChem.
